NFkB transloc inh: inhibitors of IL-1B driven NFkB p65 nuclear import, primary screen, imaging, HUVEC, IL-1B stimulus, high-content imaging; HUVEC IL-1B NFkB p65 nuclear translocation imaging; AID 796, 2007; inhibition, % at 2 µM; 0.43% of 94,000 active;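 active = inhibition above about 30% together with a positive call from visual inspection of the well image, limit read from the data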;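 also: nuclear over cytoplasmic p65 intensity ratio measured by imaging; 0% = IL-1B stimulated DMSO wells and 100% = unstimulated DMSO wells; values of inactives mirror those of a sister screen read the other way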
Bcl-B TR3 displacers: displacers of TR3 peptide from Bcl-B, primary screen, selectivity assay for Bfl-1 inhibitor project, biochemical, fluorescence polarization | one-dose displacement, % at 20 µM; IC50 in µM for titrated hits | 0.11% of 96,000 active | FP displacement of FITC-TR3 peptide from Bcl-B; higher % means a stronger effect | AID 748, 2007 | Bcl-2-like protein 10 (Homo sapiens);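 active = displacement above 50% at 20 µM plus a fluorescence interference ratio under 1.5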;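 also: plate controls were wells without compound for no effect and wells lacking Bcl-B protein for full effect; a part of the inactive calls stands beside numbers as strong as those of hits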
PLAP inhibition: PLAP enzyme inhibitors, biochemical, luminescence, HTS (AID 690); Alkaline phosphatase, placental type (Homo sapiens); purified PLAP, luminescent substrate; higher % means a stronger effect; inhibition, % at 20 µM, or IC50 in µM where a hit was titrated; 0.08% of 96,000 active; in the data active = a potency from the dose series; inactive = the rest, 99 in 100 with inhibition below about 30%; also: strong numbers were not always called active
MRP reversal: reversal of MRP1-mediated doxorubicin resistance, primary screen, H69AR cells, doxorubicin co-treatment. H69AR cells + 2 uM doxorubicin, CellTiter-Glo, 72 h. differential viability (reversal), % at 10 µM. 0.04% of 85,000 active. AID 602, 2007;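 active = viability drop by adding the cancer drug above about 55%, with treated viability meeting a 40% cutoff, limit read from the data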;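 also: viability without doxorubicin minus viability with 2 µM doxorubicin for each compound; larger differential means the compound sensitizes cells more to doxorubicin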
IL1B NFkB pot: enhancers of NFkB p65 translocation in HUVEC – imaging, IL-1B stimulus, high-content imaging, primary screen; HUVEC IL-1B NFkB p65 nuclear translocation imaging; activation, % at 2 µM; 0.3% of 94,000 active;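 active = activation above 40%, about the mean plus 3 SD, also judged a hit on visual image review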;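 also: percent activation is computed from the nuclear over cytoplasmic p65 intensity ratio; values of inactives mirror those of a sister screen read the other way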
MRP reversal cytotoxicity: also measured in MRP reversal; calls as there; viability, %; H69AR cells, CellTiter-Glo, 72 h; measured here: cytotoxicity without doxorubicin
MRP reversal with doxorubicin: recorded beside MRP reversal, whose call it bears; viability, %; measured here: viability with 2 uM doxorubicin; hits give low values
NFkB transloc inh cell count 2 µM: second read-out of NFkB transloc inh, no call of its own (marks repeat the call); cell count; measured here: cells passing quality filter;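 raw number of nuclei counted in each imaged well without normalization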
IL1B NFkB pot cell count 2 µM: further read-out of IL1B NFkB pot, marked with its call; cell count; measured here: cells passing quality filter
Numbers without * were called inactive; / = not tested or not shown. Not all compounds are listed; rates above refer to the full screens.

SMILES	NFkB transloc inh	NFkB transloc inh cell count 2 µM	Bcl-B TR3 displacers	PLAP inhibition	MRP reversal	MRP reversal cytotoxicity	MRP reversal with doxorubicin	IL1B NFkB pot	IL1B NFkB pot cell count 2 µM
Cc1cc(C)c(S(=O)(=O)/N=C2\C=CC(=O)C(Cl)=C2)c(C)c1	30.7*	56*	3.3%	-62.3%	14.8	117.4	102.6	-30.7	56
CCNS(=O)(=O)c1ccc(NC(=O)Nc2cccc(OC)c2)cc1	-12.5	179	-0.9%	-14.8%	-3.8	82.3	86.1	12.5	179
Cc1cc(C)nc(N2CCCC(C(=O)NC3CCCC3)C2)n1 (configuration not stated)	-7.0	78	-14.4%	-1.1%	-0.5	87.2	87.7	7.0	78
Cc1ccc(C(=O)Nc2sc3c(c2C#N)CCCCC3)cc1C	-6.0	139	/	/	-7.0	81.6	88.5	6.0	139
COc1cccc(CNC(=O)CCCNS(=O)(=O)c2cccs2)c1	-5.4	80	0.0%	17.3%	1.4	95.9	94.4	5.4	80
c1ccc(SCc2nc3ccccc3[nH]2)nc1	2.4	161	-2.3%	-29.9%	-7.7	96.5	104.2	-2.4	161
CCOC(=O)c1cn(-c2nc(-c3ccc(Cl)c(Cl)c3)cs2)c2c(F)c(N3CCOCC3)c(F)cc2c1=O	-1.0	146	-33.8%	-18.1%	/	/	/	1.0	146
Cc1c(C#N)c(NC(=O)c2ccccc2)n(Cc2ccccc2)c1C	-11.3	155	-0.9%	18.6%	/	/	/	11.3	155
CCOC(=O)c1sc2c(c1C)C(c1cccs1)C1=C(CCCC1=O)N2 (configuration not stated)	1.7	205	-0.8%	3.7%	4.7	78.8	74.2	-1.7	205
COc1cccc(N2CCN(c3ncnc4c3cnn4-c3ccc(C)cc3C)CC2)c1	20.9	42	1.1%	5.7%	14.8	55.5	40.7	-20.9	42
COCCn1c(C)cc(C(=O)CN2C(=O)NC3(CCCCCCC3)C2=O)c1C	-12.9	143	2.2%	-62.7%	-21.5	73.1	94.5	12.9	143
COc1ccc(N2CCN(S(=O)(=O)c3ccc(C(=O)NC4CCCC4)cc3)CC2)cc1	-12.5	156	/	/	-17.3	76.3	93.6	12.5	156
COC(=O)c1cc(CN2CCN(c3ccccc3C)CC2)ccc1O	-7.0	153	-2.5%	-60.2%	21.7	101.4	79.7	7.0	153
CC(=O)Nc1nc(C)nc(-c2ccccc2)c1C(C)=O	-15.6	153	-7.3%	5.2%	6.6	103.4	96.8	15.6	153
COc1ccc(C)cc1S(=O)(=O)N(C)CC(N)=O	1.4	100	-9.8%	-18.0%	-1.3	88.2	89.5	-1.4	100
Cc1cc(NC(=O)Cc2cccs2)nn1CC(=O)NCc1ccco1	-37.9	107	-60.9%	20.8%	-13.7	85.5	99.1	37.9	107
O=C1CCCN1CCC1CCN(C(=S)Nc2ccc(F)cc2)CC1	-14.8	183	2.1%	-4.2%	1.5	83.1	81.5	14.8	183
CCn1c(SCC(=O)c2ccccc2)nc2c(c1=O)SC(C)C2 (configuration not stated)	/	/	-1.7%	-7.8%	19.0	70.9	51.9	/	/
O=C(Cn1nnc(-c2ccc(Cl)cc2)n1)NC1CCN(Cc2ccccc2)CC1	-3.9	113	-4.9%	-48.9%	4.7	100.6	95.9	3.9	113
COc1ccc(/C=N/n2c(SC)nnc(C(C)(C)C)c2=O)cc1	-8.6	186	-4.4%	21.1%	29.9	95.9	66.0	8.6	186
COc1cccc2cc(C(=O)N(C)C3CCN(C)CC3)c(=O)oc12	4.4	103	-0.3%	-15.2%	4.6	91.7	87.0	-4.4	103
Cc1ccc(S(=O)(=O)NCc2n[nH]c(=S)n2C)cc1	2.1	178	-4.2%	14.7%	/	/	/	-2.1	178
Cc1ccc(N=Cc2cc(C)n(C3CCCC3)c2C)cc1	5.6	158	-5.1%	-16.3%	-6.9	89.0	95.9	-5.6	158
O=C(CN1C(=O)c2ccccc2C1=O)NCc1ccccn1	/	/	-10.4%	17.2%	-12.8	85.7	98.4	/	/
O=C(Nc1ccc(F)cc1)c1cc(S(=O)(=O)N2CCCCC2)cs1	0.5	93	2.8%	-4.4%	/	/	/	-0.5	93
SMILES	NFkB transloc inh	NFkB transloc inh cell count 2 µM	Bcl-B TR3 displacers	PLAP inhibition	MRP reversal	MRP reversal cytotoxicity	MRP reversal with doxorubicin	IL1B NFkB pot	IL1B NFkB pot cell count 2 µM
CCOC(=O)Cc1csc(NC(=O)CN(C)S(=O)(=O)c2ccc3c(c2)CCC(=O)N3)n1	/	/	-2.2%	-12.2%	4.0	93.9	89.9	/	/
COc1ccccc1CN1C(=O)c2ccncc2C1=O	/	/	4.8%	-8.0%	13.7	105.2	91.5	/	/
O=C(NCc1ccc2c(c1)OCO2)c1c(F)c(F)c(F)c(F)c1F	0.2	113	-4.3%	-6.8%	22.9	109.8	86.9	-0.2	113
COc1ccc(Nc2oc(COc3ccccc3F)nc2C#N)cc1	-3.1	194	-5.8%	-41.3%	-13.1	5.4	18.5	3.1	194
Cc1ccc(OCc2nc(-c3ccccc3)no2)c(C)c1	3.9	113	-1.7%	35.7%	0.6	96.4	95.8	-3.9	113
CCC1OC23CCCCC2C(C#N)(C(=N)O3)C1(C#N)C#N (configuration not stated)	6.1	145	-4.1%	-8.0%	-14.6	49.4	64.0	-6.1	145
Cn1c(SCC(=O)N2CCOCC2)nnc1-c1ccc(Cl)cc1Cl	-11.1	144	5.2%	1.1%	8.5	95.9	87.3	11.1	144
COc1ccc(/C=N/NC(=O)c2cccc(Br)c2)cc1Cn1cc(Cl)cn1	-9.0	104	-0.7%	1.7%	/	/	/	9.0	104
COC(=O)/C=c1/sc2nc3ccccc3n2c1=O	-13.2	61	-0.1%	10.2%	5.2	70.0	64.8	13.2	61
CCC(Sc1nc2ccccc2s1)C(=O)Nc1nnc(C)s1 (configuration not stated)	-11.2	125	0.9%	-7.6%	/	/	/	11.2	125
CCOC(=O)c1c(N2C(=O)C=CC2=O)sc(C)c1C	4.1	106	-2.0%	-70.6%	/	/	/	-4.1	106
COc1ccc(C2N=C(N)N=C(N)N2c2ccc(C)cc2)cc1 (configuration not stated)	-9.9	151	1.5%	12.8%	-9.4	87.9	97.3	9.9	151
CCOC(=O)CCSCC(=O)Nc1cc(C)on1	3.5	98	-41.3%	/	3.0	96.5	93.5	-3.5	98
COC(=O)c1c(S(=O)(=O)NCc2ccccc2)sc(C(=O)O)c1C	-6.0	70	6.6%	-43.4%	-11.2	100.7	111.8	6.0	70
CNC(=O)COC(=O)c1nc(-n2nc(C)cc2C)ccc1Cl	5.6	103	2.9%	-2.1%	/	/	/	-5.6	103
COc1ccc(OC)c(N(CC(=O)NCc2cccnc2)S(C)(=O)=O)c1	15.8	96	-7.6%	-25.8%	2.9	94.3	91.4	-15.8	96
COc1cc(NC(=O)Nc2cccc(C(C)=O)c2)cc(OC)c1OC	7.5	33	-7.4%	-10.7%	8.0	67.7	59.7	-7.5	33
COc1ccc(NC(=O)CCN2CCCCC2)cc1	-5.5	96	1.3%	-31.8%	-2.1	95.5	97.6	5.5	96
O=C(CN(C1CC1)S(=O)(=O)c1ccc(S(=O)(=O)NC2CCCCC2)cc1)Nc1ccccc1	11.2	171	-15.0%	10.6%	-19.9	58.3	78.2	-11.2	171
O=C(NCSc1ccnc(SCNC(=O)c2ccc(F)cc2)n1)c1ccc(F)cc1	-0.6	97	-33.1%	-37.1%	/	/	/	0.6	97
CCC(C)(C)NC(=O)C(c1ccc(OC)cc1)N(Cc1ccco1)C(=O)CCC(=O)Nc1cc(C)on1 (configuration not stated)	1.5	114	/	/	6.9	81.2	74.3	-1.5	114
CCCCN(CCCC)S(=O)(=O)c1ccc(N2CCCC2=O)c([N+](=O)[O-])c1	-27.2	188	/	/	/	/	/	27.2	188
COc1ccccc1N1C(=O)CC(Sc2ncccc2C(=O)O)C1=O (configuration not stated)	-26.2	114	/	/	-12.3	100.5	112.8	26.2	114
CC(C)OC(=O)CSc1nc(N)c(C#N)c(-c2cccs2)c1C#N	-10.6	218	1.7%	-7.5%	-0.8	82.8	83.6	10.6	218
COc1ccc(-c2[nH]c(-c3ccccc3)nc2SCC(=O)NCc2ccco2)cc1OC	-12.2	212	11.4%	1.1%	0.9	76.2	75.3	12.2	212

Some of these compounds in order of SMILES length, ascending.
SMILES	NFkB transloc inh	NFkB transloc inh cell count 2 µM	Bcl-B TR3 displacers	PLAP inhibition	MRP reversal	MRP reversal cytotoxicity	MRP reversal with doxorubicin	IL1B NFkB pot	IL1B NFkB pot cell count 2 µM
Cc1ccc(OCc2nc(-c3ccccc3)no2)c(C)c1	3.9	113	-1.7%	35.7%	0.6	96.4	95.8	-3.9	113
CCC(Sc1nc2ccccc2s1)C(=O)Nc1nnc(C)s1 (configuration not stated)	-11.2	125	0.9%	-7.6%	/	/	/	11.2	125
CC(C)OC(=O)CSc1nc(N)c(C#N)c(-c2cccs2)c1C#N	-10.6	218	1.7%	-7.5%	-0.8	82.8	83.6	10.6	218
O=C(NCc1ccc2c(c1)OCO2)c1c(F)c(F)c(F)c(F)c1F	0.2	113	-4.3%	-6.8%	22.9	109.8	86.9	-0.2	113
CCC(C)(C)NC(=O)C(c1ccc(OC)cc1)N(Cc1ccco1)C(=O)CCC(=O)Nc1cc(C)on1 (configuration not stated)	1.5	114	/	/	6.9	81.2	74.3	-1.5	114

Continued.
SMILES	NFkB transloc inh	NFkB transloc inh cell count 2 µM	Bcl-B TR3 displacers	PLAP inhibition	MRP reversal	MRP reversal cytotoxicity	MRP reversal with doxorubicin	IL1B NFkB pot	IL1B NFkB pot cell count 2 µM
CCN(C(=O)CCc1nc(-c2ccc(OC)cc2)no1)c1cc(OC)ccc1OC	4.2	165	-6.1%	-100.6%	-1.1	82.3	83.4	-4.2	165
CN(C)CCCNCCNC(=O)/C=N\O	-9.5	184	-5.2%	6.1%	/	/	/	9.5	184
O=C(CC1(O)C(=O)Nc2ccccc21)c1ccc2c(c1)OCO2 (configuration not stated)	8.6	64	-7.6%	22.3%	1.2	84.8	83.6	-8.6	64
OCC1CCCN(C(=S)NCCc2ccccc2)C1 (configuration not stated)	6.5	156	2.0%	-1.1%	-4.6	92.7	97.4	-6.5	156
CN(C)CCNC(=O)c1ccc(Cl)s1	-1.3	151	0.1%	-8.1%	/	/	/	1.3	151
COc1ccc(N2Cc3cccc(C(=O)O)c3C2=O)cc1	-3.5	64	4.06µM*	-21.6%	6.6	98.9	92.3	3.5	64
CC(C)(C)N=C1NC(=NC(C)(C)C)c2ccccc21	-8.5	151	1.2%	24.0%	-8.4	67.0	75.4	8.5	151
CCOC(=O)N1CCN(C(=O)C2CCN(C(=O)c3cc4sccc4n3CC)CC2)CC1	/	/	0.2%	-39.3%	10.1	87.9	77.8	/	/
Cc1ccc2c(CSc3nnc(N)s3)cc(=O)oc2c1	-5.5	167	-0.2%	-22.8%	/	/	/	5.5	167
COC(=O)C1CC(c2c(OC)cc(OC)cc2OC)=NO1 (configuration not stated)	12.5	74	/	/	36.7	98.7	62.0	-12.5	74
CCCCCCC(C)n1[nH]c(=O)c2c(C)cc(=O)[nH]c21 (configuration not stated)	9.0	149	2.4%	-15.2%	5.0	90.5	85.5	-9.0	149
Cc1ccc(-c2nnc3n2CCCCC3)cc1	-18.7	156	-11.7%	4.4%	14.7	109.7	95.0	18.7	156
S=C(c1ccc(-c2ccccc2Cl)o1)N1CCOCC1	/	/	-1.3%	1.6%	5.8	73.2	67.3	/	/
CC(C)(C)c1ccc(NC(=S)NCc2cccs2)cc1	-6.2	145	10.2%	14.5%	/	/	/	6.2	145
COc1ccc(C(=O)CSc2nccc(=O)[nH]2)cc1	-1.3	114	-5.4%	-35.8%	9.5	89.8	80.3	1.3	114
Cc1ccc(COn2c(-c3ccc(Cl)cc3)nc3ccc([N+](=O)[O-])cc32)cc1	-3.7	149	-12.2%	6.7%	/	/	/	3.7	149
COc1cc(S(=O)(=O)Nc2cccnc2)ccc1F	-11.7	136	-10.4%	3.6%	5.7	89.5	83.8	11.7	136
